# EPAC1 antag – qHTS for Antagonist of cAMP-regulated guanine nucleotide exchange factor 3 (EPAC1): primary screen; Rap guanine nucleotide exchange factor 3 (Homo sapiens), O95398; EPAC1 GEF assay, Rap1b-BODIPY-GDP exchange fluorescence; Potency, µM (series often up to 115 µM), inactives show top-dose activity change, negative = inhibition, most hits filed as inhibitors; 0.14% of 360,000 active; AID 720709, 2013;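 also: potency is read from the fitted curve at half-maximal effect; plate controls were vehicle for no effect and positive control for full effect; nearly all actives have a fitted effect of over 50% in size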
# PTHR1 agonist – qHTS for PTHR1 Agonists: Primary Screen | Parathyroid hormone/parathyroid hormone-related peptide receptor (Homo sapiens), Q03431 | HEK293 GP2 PTHR1 cells, GloSensor cAMP luminescence, 1 h | Potency, µM (doses to about 115 µM), for inactives: at the top dose activation, most hits filed as activators | 0.075% of 410,000 active | AID 743266, 2014; also: potency is read from the fitted curve at half-maximal effect; nearly all actives have a fitted effect of over 55% in size; some results filed as inactive show a strong effect at the top dose; inactives centre near -15; many of its hits are not listed in these tables
#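 HEK-293-derived GP2 cells expressing PTHR1 and a GloSensor cAMP reporter, 3,000/well, plated overnight, given luciferin plus IBMX (each 0.5 mM as added) for 1 h at 37 °C, then compound for 1 h at 37 °C. Luminescence was read after 15 min at room temperature.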
# IL-2 act – qHTS of IL-2 Activators; 0.065% of 360,000 active; activation, % (series mostly up to about 46 µM); IL-2 activation reporter assay, cell-based qHTS; stimulated with anti-CD3/CD4/CD28 beads; in transgenic mouse T cells; AID 652025, 2013; in the data active = activation above about 50%; inconclusive = mostly about 30% to 49%; also: 0% is about no effect
#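 Readout is EGFP and DsRed signal by fluorescent plate cytometry after 18 h at 37 degrees C. Transgenic mouse T cells (750/well) received compound for 60 min before bead stimulation (anti-CD3, anti-CD4, anti-CD28); memory T cells served as non-tolerant control.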
# GLP1R cytotox – qHTS of GLP-1 Receptor Inverse Agonists: Cytotox Screen. HEK293 cAMP-luciferase reporter cells, luminescence, 24 h. Potency, µM (doses to about 38.3 µM), inactives show top-dose activity change, negative = inhibition, actives largely listed as inhibitors. 0.13% of 410,000 active;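 also: loss of luciferase light is scored as toxicity; potency is read from the fitted curve at half-maximal effect; % is scaled to controls: 0 for no effect and ±100 for the full control effect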
#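 A 23 nL compound transfer followed 12 hours of cell culture at 37 deg C; exposure then lasted 24 hr. Luciferase assay detection reagent was dispensed and plates read for luminescence after a 12 min room-temperature wait.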
# GLP1R ag – qHTS of GLP-1 Receptor Agonists; Glucagon-like peptide 1 receptor (Homo sapiens), P43220; HEK293 GLP-1R CRE-luciferase, luminescence, 4-6 h; cells express a hypersensitive GLP-1R form; Potency, µM (top dose mostly 45.6 µM), for the others: at the top dose activation, actives largely listed as activators; 0.007% of 380,000 active; also: potency is read from the fitted curve at half-maximal effect; % of control where 0% means no effect
# Target sequence (P43220 whole entry, looked up): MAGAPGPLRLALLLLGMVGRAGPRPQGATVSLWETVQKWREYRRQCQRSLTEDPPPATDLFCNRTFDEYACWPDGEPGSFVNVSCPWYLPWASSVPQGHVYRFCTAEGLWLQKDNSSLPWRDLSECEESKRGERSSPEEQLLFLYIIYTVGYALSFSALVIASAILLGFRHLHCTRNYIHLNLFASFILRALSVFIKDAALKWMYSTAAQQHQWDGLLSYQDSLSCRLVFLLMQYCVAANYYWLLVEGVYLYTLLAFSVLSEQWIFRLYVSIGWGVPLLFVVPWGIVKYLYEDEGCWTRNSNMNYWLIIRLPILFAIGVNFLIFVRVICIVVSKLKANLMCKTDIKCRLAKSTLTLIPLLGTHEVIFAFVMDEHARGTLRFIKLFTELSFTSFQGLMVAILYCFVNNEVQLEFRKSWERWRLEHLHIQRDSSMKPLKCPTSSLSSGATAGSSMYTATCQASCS
# PI5P4K alpha inh – qHTS for Inhibitors of phosphatidylinositol 5-phosphate 4-kinase (PI5P4K); PI5P4Kalpha enzyme, ADP-Glo luminescence, 60 min; active compounds read low; max response, %; 1.2% of 330,000 active; AID 652105, 2013; active = max response of -50% or lower; inconclusive = between -30% and -50%; inactive = -30% or higher; also: value at the top dose of about 77 µM; % is scaled to controls: 0 for no effect and ±100 for the full control effect
# Target sequence (P48426 whole entry, looked up): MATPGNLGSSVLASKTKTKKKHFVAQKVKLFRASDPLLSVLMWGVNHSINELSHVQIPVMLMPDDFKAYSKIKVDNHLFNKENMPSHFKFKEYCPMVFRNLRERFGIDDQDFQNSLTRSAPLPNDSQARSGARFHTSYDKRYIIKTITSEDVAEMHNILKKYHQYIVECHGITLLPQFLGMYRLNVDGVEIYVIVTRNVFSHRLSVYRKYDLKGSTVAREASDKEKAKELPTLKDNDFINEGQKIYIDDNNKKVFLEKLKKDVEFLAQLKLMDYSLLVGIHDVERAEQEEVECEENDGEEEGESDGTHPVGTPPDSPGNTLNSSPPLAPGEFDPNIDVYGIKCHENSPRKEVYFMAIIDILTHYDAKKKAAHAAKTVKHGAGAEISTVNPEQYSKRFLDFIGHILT
#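 ADP-Glo luminescence end-point read after a 60 min room-temperature kinase reaction of PI5P4Kalpha plus substrate, initiated with ATP at 5 microM final. Buffer: 0.038 M HEPES pH 7.4, EGTA, 0.1% CHAPS, 5% DMSO.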
# GLP1R inv ag – qHTS of GLP-1 Receptor Inverse Agonists (Inhibition Mode); Glucagon-like peptide 1 receptor (Homo sapiens), P43220; HEK293 GLP-1R CRE-luciferase, luminescence, 24 h; GLP-1R form is constitutively active; Potency, µM (titrated, usually from 38.3 µM), for the others: at the highest dose activity change, negative = inhibition, most hits filed as inhibitors; 1.6% of 410,000 active; AID 624417, 2012; also: potency is read from the fitted curve at half-maximal effect; % is scaled to controls: 0 for no effect and ±100 for the full control effect; nearly all actives have a fitted effect of over 55% in size
#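 qHTS in 1536-well format: reporter HEK293 cells expressing constitutive GLP-1R activity in DMEM + 10% Nu serum, 24 hr with compounds at 37 deg C, luminescence read after 12 min with detection reagent.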
# EPAC1 ag – qHTS for Agonist of cAMP-regulated guanine nucleotide exchange factor 3 (EPAC1): primary screen; Rap guanine nucleotide exchange factor 3 (Homo sapiens), O95398; EPAC1 agonist qHTS, biochemical assay; response scale: 100% = response to 6.5 mM cAMP; Potency, µM (titrated, usually from 154 µM), for the others: top-dose activation, usual class: activators; 0.073% of 360,000 active; AID 720707, 2013; also: potency is read from the fitted curve at half-maximal effect; nearly all actives have a fitted effect of over 60% in size
#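 Normalized to 6.5 mM cAMP, activity reflects EPAC1-catalysed release of BODIPY-GDP from Rap1B, followed kinetically over 30 min at 480 nm excitation, 540 nm emission. Reaction contained 100 nM EPAC1, 250 nM Rap1B-BODIPY-GDP, 50 uM GDP.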
# PLK1 PBD block – qHTS for Inhibitors of PLK1-PDB (polo-like kinase 1 - polo-box domain): Primary Screen; AID 720504, 2013; Potency, µM, for inactives: max response, negative = inhibition, hits mostly inhibitors; Serine/threonine-protein kinase PLK1 (Homo sapiens), P53350; 2.8% of 360,000 active; Plk1 PBD binding of FITC phosphopeptide, fluorescence polarization; also: potency is read from the fitted curve at half-maximal effect; series mostly up to about 57 µM; % is scaled to controls: 0 for no effect and ±100 for the full control effect; nearly all actives have a fitted effect of over 65% in size
# An asterisk follows results filed as active; i = inactive; ? = inconclusive; . = not tested or not shown; [ ] = remark or other dose. Unless noted, calls follow the shape of the dose curve; as a rule, active = well fitted curve in the direction sought with a large enough effect; inconclusive = small, poorly fitted or top-dose-only effect, or another doubt; inactive = no such curve, though single readings can be large; an effect the other way counts as inactive or inconclusive. Only part of the results is shown (hit frequency here may not be typical).
SMILES,EPAC1 antag,PTHR1 agonist,IL-2 act,GLP1R cytotox,GLP1R ag,PI5P4K alpha inh,GLP1R inv ag,EPAC1 ag,PLK1 PBD block
Cc1ccc(-c2csc3nc(C)n(-n4c(C)ccc4C)c(=O)c23)o1,1%,i,0.9,-2%,9%,-10,?,5%,-28%
Cc1ccc(/C=N/NC(=S)N2CCOCC2)cc1,4%,-8%,1.7,-23%,-13%,-5,?,-5%,-5%
COc1ccc2cc(C(N)=O)/c(=N\NC(=O)c3ccccc3)oc2c1,-17%,-23%,2.2,-11%,-3%,-7,?,-1%,-2%
COc1cc(/C=C(\NC(=O)c2ccccc2)C(=O)NC(C(=O)O)c2ccccc2)cc(OC)c1OC (stereo not drawn),15%,-2%,0.8,-8%,0%,0,6%,-17%,5%
COc1ccccc1C(=O)NNC(=O)CCN1C(=O)/C(=C\c2ccccc2)SC1=S,4%,i,-0.7,-1%,-1%,0,-5%,7%,-17%
CCCCNC(=O)C1(C)CCCCN1C(=O)c1ccc2sccc2c1 (stereo not drawn),-14%,-22%,-0.6,-13%,2%,0,-19%,0%,-3%
CN(CC(=O)Nc1ccc(F)cc1)C(=O)Cc1ccsc1,0%,-2%,-0.2,1%,1%,-7,-22%,2%,-18%
CCOc1cc(CNn2cnnc2)cc(Br)c1OCC(=O)NC(C)(C)C,12%,-5%,0.1,-9%,0%,1,7%,-2%,4%
Cc1cccc(OC(C)C(=O)Nc2nc(-c3ccncc3)cs2)c1 (stereo not drawn),-13%,i,-0.2,-7%,12%,0,18%,0%,?
O=c1oc2ccccc2c(NCc2ccccc2F)c1[N+](=O)[O-],4%,-83%[inhibitor],-3.0,14%,2%,6,1%,-2%,-13%
O=C(Nc1nnc(C2CCCCC2)s1)c1ccco1,4%,-10%,-1.8,-5%,2%,-2,35%,-2%,-11%
COCc1[nH]nc2c1C1(CCSCC1)C(C#N)=C(N)O2,20%,6%,-1.6,2%,-2%,.,0%,2%,-6%
CC1=CC2C(C3C=CC2(C)C(=O)C3(C)O)C(C)(O)C1=O (stereo not drawn),9%,i,-1.8,-2%,-4%,-3,0%,-2%,6%
C=CCNC(=O)CN(c1ccccc1OCC)S(=O)(=O)c1ccc(C)cc1,-8%,i,-1.4,10%,15%,1,4%,-11%,1%
Cc1ccc(C(=O)OCC(=O)Nc2sc3c(c2C#N)CCCC3)cc1NC(=O)c1ccco1,-15%,-6%,2.9,-2%,8%,?,-10%,4%,?
Cc1ccc(Nc2nc(-c3ccc(S(=O)(=O)N4CCCC4)cc3)cs2)cc1C,11%,-2%[57.5 µM],-1.8,-33%,3%,.,?,5%,-19%
CCc1ccc(OCC(=O)O/N=C(\N)Cc2ccc([N+](=O)[O-])cc2)cc1,-11%,-7%,-2.3,6%,-7%,7,?,-4%,1%
CC(C)(C)c1ccc(C(=O)N2CCC(=O)N(C(CO)Cc3ccccc3)CC2)cc1 (stereo not drawn),4%,-4%,-0.1,-2%,11%,2,-11%,-18%,-3%
CC(C)(C)n1nnnc1CN1CCC(NC(=O)NC2CCCCC2)CC1,8%,-6%[57.5 µM],-0.8,-10%,-1%,2,2%,-6%,-1%
O=C(COc1ccc(F)cc1)NN1C(=O)CSC1=S,14%,i,3.1,2%,1%,1,-4%,3%,-1%
COc1ccc(C(=O)Nc2ccccc2SCc2cc(=O)n3nc(C)sc3n2)cc1OC,20%,i,-1.6,-4%,-2%,-2,31%[activator],2%,-2%
CC(=O)Nc1ccccc1OC(=O)N1CCOCC1,-2%,i,2.3,7%,8%,.,6%,12%,-1%
CCOc1ccc(S(=O)(=O)N2CCCCC2)cc1NC(=O)CCc1ccc(OC)cc1,3%,i,-4.1,-6%,4%,9,15%,-2%,-2%
CCC(C)NCCOCCOc1cc(C)c(Cl)c(C)c1 (stereo not drawn),5%,-11%,-0.6,-23%,3%,6,?,0%,-12%
CCN(CC)CCNC(=O)c1ccc(NC(=O)c2ccc(COc3ccccc3)cc2)cc1,-17%,-2%,-1.9,-6%,11%,-5,?,1%,4%

# Already shown: an excerpt of the list.
SMILES,EPAC1 antag,PTHR1 agonist,IL-2 act,GLP1R cytotox,GLP1R ag,PI5P4K alpha inh,GLP1R inv ag,EPAC1 ag,PLK1 PBD block
CCOc1ccc(S(=O)(=O)N2CCCCC2)cc1NC(=O)CCc1ccc(OC)cc1,3%,i,-4.1,-6%,4%,9,15%,-2%,-2%
CCC(C)NCCOCCOc1cc(C)c(Cl)c(C)c1 (stereo not drawn),5%,-11%,-0.6,-23%,3%,6,?,0%,-12%
CCN(CC)CCNC(=O)c1ccc(NC(=O)c2ccc(COc3ccccc3)cc2)cc1,-17%,-2%,-1.9,-6%,11%,-5,?,1%,4%

# Continued:
SMILES,EPAC1 antag,PTHR1 agonist,IL-2 act,GLP1R cytotox,GLP1R ag,PI5P4K alpha inh,GLP1R inv ag,EPAC1 ag,PLK1 PBD block
NC(=O)CNC(=O)C1CCCc2c1[nH]c1ccc(Cl)cc21 (stereo not drawn),6%,-6%,-3.0,5%,-4%,.,5%,8%,-12%
O=C(COC(=O)C1=COCCO1)Nc1cc(C(F)(F)F)ccc1Cl,-18%,-1%,0.9,4%,17%,-1,11%,7%,-6%
COC(=O)c1c(NC(C)=O)csc1C,-3%,-19%,-1.5,-1%,-3%,3,24%,-3%,3%
CCCCN(C(=O)c1ccc(N2CCCC2=O)cc1)c1c(N)n(CCC)c(=O)[nH]c1=O,10%,13%,2.1,3%,-4%,-4,3%,-8%,0%
CCOC(=O)NN1C(=O)c2ccccc2NC12CCCC2,0%,i,-0.7,9%,1%,6,22%,-6%,1%
CCC(Sc1nc(C)cc(C)n1)C(=O)Nc1cc(C)on1 (stereo not drawn),-10%,-4%,-2.6,-2%,12%,2,2%,-2%,-18%
Cc1cc(C(F)(F)F)nn1CC(=O)NCc1ccccc1,8%,i,-0.3,12%,-8%,17,-17%,2%,-7%
Cc1ccn2c(C(=O)N/N=C\c3ccccc3[N+](=O)[O-])c(C)nc2c1,23%,0%,0.5,-18%,-3%,.,50%[activator],-2%,-3%
O=C(Nc1cc(S(=O)(=O)N2CCOCC2)ccc1N1CCCC1)c1ccc(Cl)cc1,-22%,i,-5.1,1%,-5%,-51*,0%,8%,7.5µM*
Cc1sc2nc(C3CC3)nc(SCC(=O)N3CC(=O)Nc4ccccc43)c2c1C,-6%,i,-0.1,?,2%,.,3%,13%,?
c1ccc2c(c1)ncn2-c1cncnc1,6%,-20%,0.8,4%,-6%,2,16%,-13%,-13%
O=[N+]([O-])c1ccc(Cl)cc1NCc1cccnc1,-13%,-7%,-0.8,-3%,22%,2,5.6µM*,2%,-6%
CC[C@@H]1Cc2[nH][nH]c(=O)c2[C@@H](c2ccc(Cl)cc2)O1,-18%,-13%,0.7,1%,-4%,2,5%,-9%,-25%
Cc1ccc(NC(=O)C2CCCN(c3nccc(C)n3)C2)c(C)c1 (stereo not drawn),-2%,i,-0.7,-1%,15%,13,-11%,-1%,3%
COc1cc(OC)c(C(=O)OCC(=O)NC23CC4CC(CC(C4)C2)C3)cc1OC,23%,i,-3.7,-12%,2%,-14,?,4%,1%
Cc1cc2nc(-c3ccc(F)cc3)c(Cc3cccc(Cl)c3)n2c(C)c1Br,-11%,i,-0.2,-9%,1%,4,?,2%,-17%
OC(c1cc(F)cc(Cl)c1)c1ncc(-c2ccc3ccccc3c2)[nH]1 (stereo not drawn),5%,-30%,-0.6,-26%,0%,-7,?,-9%,0%
CC1(C)CC(=O)C2=C(C1)OC1=C(C(=O)CC(C)(C)C1)C2c1ccc(O)cc1O,-1%,-5%[57.5 µM],-3.6,?,-24%,.,?,7%,3.5µM*
CNC(=O)c1ccc(-c2cc3onc(-c4ccccc4)c3c(=O)n2C)cc1,2%,-15%,0.2,3%,11%,-4,6%,9%,4%
COc1cccc(CNC(=O)C2Cc3ccccc3CN2C(C)=O)c1 (stereo not drawn),4%,i,-1.0,11%,1%,1,-8%,-10%,30µM*
Cc1cccc(Nc2nc(-c3sc(C)nc3C)cs2)c1,-4%,-32%,-0.8,-7%,10%,0,?,20%,-12%
CCCc1nnc(NC(=O)CCC(=O)N2CCN(Cc3ccccc3)CC2)s1,?,i,-3.1,8%,-1%,2,-16%,-6%,-28%
CCOc1cc2oc(=O)c3c(c2cc1Cl)CCC3,9%,-13%[57.5 µM],-0.8,-4%,-4%,.,48%[activator],1%,-3%
Cc1cc(C)c2cc(CN(CCN3CCCC3)C(=O)Nc3ccc(F)cc3)c(=O)[nH]c2c1,-2%,-22%[57.5 µM],0.0,-21%,6%,6,?,0%,-8%
COC(=O)CSc1nc2cc3c(cc2cc1C#N)OCO3,-9%,22%,?,11%,3%,2,0%,8%,-12%
COc1ccccc1NC(=O)C(O)C(O)C(=O)Nc1ccccc1OC (stereo not drawn),0%,-14%,2.2,-9%,-7%,2,0%,3%,?
CC(C)CCNC(=O)CNC(=S)N(Cc1ccccc1)Cc1cccnc1,-4%,-5%,-1.6,-7%,7%,8,-4%,-7%,-4%
O=C(CSc1nnnn1C1CCCCC1)Nc1cccc(NC(=O)c2ccco2)c1,-16%,i,-0.3,-11%,0%,-26,7.1µM*,12%,3µM*
O=C(O)c1cc(S(=O)(=O)N2CCCCC2)ccc1N1CCOCC1,6%,-18%,-0.1,-22%,-29%,-1,-2%,-9%,4%

# Screens as filed in PubChem BioAssay.
